Screens: PubChem, National Center for Advancing Translational Sciences (NCATS)
RXFP1 antag – antagonists of human relaxin receptor RXFP1; Q9HBX9; HEK293-RXFP1, relaxin-stimulated cAMP HTRF, 30 min; hits give low values; activity change, negative = inhibition, % at 57.5 µM; actives 0.59% (n = 350,000); AID 1259400;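 active = activity change of -60% or lower, but not beyond a set lower limit; inconclusive = change between -60% and -40%, or beyond the set limit; inactive = change above -40%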; also: % is scaled to controls: 0 for no effect and ±100 for the full control effect
D2 potentiator – D2 dopamine receptor (human) potentiation; potentiation, % at 10 µM; HEK293 T-REx D2, calcium flux, EC20 dopamine potentiation; actives 0.34% (n = 340,000); P14416; AID 485347;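 active = potentiation over 3 SD above the plate norm, cut at about 30% in these data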; also: 0% is about no effect
Target sequence (P14416 whole entry, looked up): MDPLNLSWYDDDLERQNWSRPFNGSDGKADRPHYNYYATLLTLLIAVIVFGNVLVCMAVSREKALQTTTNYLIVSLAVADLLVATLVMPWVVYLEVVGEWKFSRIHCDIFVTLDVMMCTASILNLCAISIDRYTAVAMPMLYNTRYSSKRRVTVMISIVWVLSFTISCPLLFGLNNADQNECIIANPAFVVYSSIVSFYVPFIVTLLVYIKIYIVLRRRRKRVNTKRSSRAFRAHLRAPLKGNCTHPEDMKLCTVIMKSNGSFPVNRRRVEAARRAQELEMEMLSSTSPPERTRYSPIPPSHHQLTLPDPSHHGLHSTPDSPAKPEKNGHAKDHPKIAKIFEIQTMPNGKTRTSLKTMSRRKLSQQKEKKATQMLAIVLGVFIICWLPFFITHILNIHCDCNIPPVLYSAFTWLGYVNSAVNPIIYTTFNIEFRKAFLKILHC
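Calcium flux readout, no-wash dye, 1 read/s. Inducible HEK293 Trex D2 line, overnight 30 C. Compound alone 180 s (agonist flags), then EC20 dopamine, another 180 s to score potentiation.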
D2 agonist – activates the human D2 dopamine receptor; activation, % at 2 µM; P14416; actives 0.53% (n = 340,000); HEK293 T-REx D2 cells, calcium flux agonist mode;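 active = activation over 3 SD above normal in the single-dose calcium agonist read, cut at about 30% in these data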; also: 0% is about no effect
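Agonism scored from kinetic calcium signal (1 read/sec, 180 s) following compound pin transfer, after a 10 s baseline. Cells: HEK293 Trex line expressing inducible D2 receptor coupled to calcium, dye-loaded after overnight culture at 30 C.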
D1 agonist – agonists of human D1 dopamine receptor; AID 504660; actives 1% (n = 360,000); activation, % at 2 µM; HEK293 T-REx D1 cells, calcium flux, agonist mode; P21728; also: 0% is about no effect
Target sequence (P21728 whole entry, looked up): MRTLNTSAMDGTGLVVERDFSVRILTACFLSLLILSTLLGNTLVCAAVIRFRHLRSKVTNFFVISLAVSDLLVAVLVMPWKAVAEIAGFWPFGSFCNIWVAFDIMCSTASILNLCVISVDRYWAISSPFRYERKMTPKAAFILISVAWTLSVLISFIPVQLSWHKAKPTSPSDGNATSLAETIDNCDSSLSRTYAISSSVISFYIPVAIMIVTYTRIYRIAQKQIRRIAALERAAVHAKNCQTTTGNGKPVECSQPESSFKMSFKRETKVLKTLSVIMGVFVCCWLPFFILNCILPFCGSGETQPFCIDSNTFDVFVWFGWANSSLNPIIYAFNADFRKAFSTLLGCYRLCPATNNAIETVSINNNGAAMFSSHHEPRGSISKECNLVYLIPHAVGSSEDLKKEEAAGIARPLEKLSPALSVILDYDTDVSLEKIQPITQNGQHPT
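Inducible HEK293 T-REx D1 cells, force-coupled to calcium signalling, were plated at 4000 cells/well with tetracycline and held overnight at 30 C. After no-wash calcium dye loading, compound-evoked calcium rise over 180 s flagged agonists.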
D1 antagonist – human D1 dopamine receptor antagonism; actives 3.2% (n = 360,000); activity change, negative = inhibition, % at 10 µM; P21728; HEK293 TREx D1 cells, calcium flux, dopamine EC80; hits give low values; in the data active = activity change below about -30%; also: % is scaled to controls: 0 for no effect and ±100 for the full control effect
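Tetracycline-induced HEK293 T-REx cells with force-coupled D1 receptor were loaded with a no-wash calcium dye. Compound was added after a 10 s baseline and read kinetically for 180 s; EC80 dopamine was then added and calcium flux followed another 180 s.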
D1 PAM – human D1 dopamine receptor positive modulation. P21728. HEK293 TREx D1 cells, calcium flux, dopamine EC20 potentiation. potentiation, % at 10 µM. actives 0.036% (n = 360,000); in the data active = potentiation above about 30%; also: 0% is about no effect
TRHR enhancer – allosterically enhances the human TRH receptor | TRHR cells, fluo-8 calcium fluorescence, EC20 TRH enhancement | AID 493056 | actives 0.66% (n = 360,000) | enhancement, % at 2 µM; in the data active = enhancement above about 30%; also: 0% is about no effect
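TRHR-expressing cells loaded with fluo-8 calcium dye were read kinetically (ex 480/em 530) during compound addition, then stimulated with an EC20 of TRH (10 nM final). Enhancement of the Gq-mediated intracellular calcium response was scored.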
TRHR ag – TRH receptor (human) agonism; TRHR cells, calcium flux fluo-8, FDSS agonist mode; actives 0.18% (n = 360,000); AID 493084; P34981; activation, % at 2 µM; also: 0% is about no effect
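Agonist-mode FDSS calcium read (Ex 480/Em 530, 1 s cycles) in 1536-well TRHR cells with fluo-8 dye, after 10-cycle baseline and 23 nL compound addition; TRH at EC20 (10 nM final) added afterwards for the enhancer phase.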
D2 antagonist – D2 dopamine receptor (human) antagonism; P14416; HEK293 TREx D2 cells, calcium flux, dopamine EC80; inhibition, % at 10 µM; actives 2% (n = 340,000); AID 485344; in the data active = inhibition above about 30%; also: 0% is about no effect
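Dopamine at EC80 is the agonist stimulus; test compounds precede it by 180 s. Calcium flux read kinetically in a force-coupled, inducible HEK293 T-REx D2 cell line.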
The depositor's hits bear a star; ? = inconclusive; . = no result given; & = joins results of further samples; ! = a repeat was not active. Rule as the data show it, unless noted: active = activation above about 30%; inactive = the rest. Not a hit list; about 7.1% have a hit in one of these screens.

No.	canonical_smiles	RXFP1 antag	D2 potentiator	D2 agonist	D1 agonist	D1 antagonist
1	CC(OC(=O)c1ccc([N+](=O)[O-])o1)C(=O)Nc1nc(-c2ccc(F)c(F)c2)cs1 (stereo not drawn)	?	-6	0.1	6	-25
2	CCC12CN(C(=O)c3ccc(OC)cc3)CC(CC)(CN(C(=O)c3ccc(OC)cc3)C1)C2=O	-9	-19	-0.8	-1	-16
3	CC(C)CN(CC(C)C)S(=O)(=O)N1CCC(C(=O)NCc2ccc(F)cc2)CC1	-8	7	-0.9	28	-67*
4	O=C1CN(O)C=C2N=c3ccccc3=C2N1c1ccc([N+](=O)[O-])cc1	-4	16	0.7	-1	16
5	Cc1cc(C)cc(N2C(=O)CC(c3ccc(C(F)(F)F)cc3)C3=C2COC3=O)c1 (stereo not drawn)	2	1	0.2	-1	-12
6	Nc1nc(SCC(=O)Nc2ccccc2Sc2ccc(Cl)cc2)n[nH]1	-3	4	0.4	3	-3
7	CCOC(=O)CC1=C(C#N)C(c2cccnc2)C(C(=O)OCC)=C(N)O1 (stereo not drawn)	-2	2	-0.3	3	1
8	O=C(N/N=C/c1ccccc1Cl)c1n[nH]c2c1CCCC2	-1	-8	0.4	2	-29
9	COc1ccc2[nH]c3c(=O)n(CCN4CCOCC4)cnc3c2c1	-11	-10	0.8	1	2
10	COc1ccc(N2CCN(S(=O)(=O)c3ccc(-c4cnc(C5CC5)o4)cc3)CC2)cc1	-4	1&-1	4.3&1.0	2&0	15&5
11	O=C1Nc2ccc([N+](=O)[O-])cc2C1(O)N1CCCCC1 (stereo not drawn)	15	0	0.6	0	8
12	COc1ccc(/C=N/Nc2ccccc2C(=O)O)cc1Cn1cc([N+](=O)[O-])cn1	-13	7	0.4	1	-32*
13	COc1cc(CNc2ccc3[nH]c(=O)[nH]c3c2)cc(Br)c1OCc1ccccc1F	-12&-6	44*!	0.7&-0.6	6&-1	0&-6
14	Cc1ccccc1COC(=O)CNC(=O)c1sc2ccccc2c1Cl	-16	15	1.4	22	-19
15	CNC(=O)C1C(=S)NC(N)=C(C#N)C1c1ccccc1 (stereo not drawn)	36	12	-0.1	1	-1

No.	D1 PAM	TRHR enhancer	TRHR ag	D2 antagonist
1	-4	-7	-0.6	3
2	-2	1	-0.3	-6
3	-9	14	-0.7	-10
4	2	-5	0.2	24
5	-3	-1	1.0	.
6	-4	3	0.4	-6
7	0	1	0.1	38*
8	-4	-3	0.9	2
9	-8	17	0.7	-5
10	0&0	1&1	0.1&1.2	7
11	0	3	-0.3	7
12	-10	0	-0.3	-2
13	0&0	-5&-4	-0.6&0.8	-5
14	-2	9	1.9	2
15	-2	26	1.8	10

Other structures follow.
No.	canonical_smiles	RXFP1 antag	D2 potentiator	D2 agonist	D1 agonist	D1 antagonist
16	FC(F)C(F)(F)c1cc(-c2ccccc2)n[nH]1	-12	17	3.1	43*	4
17	COc1cccc(NC(=O)C(Sc2nnc(-c3ccncc3)n2-c2ccc(Cl)cc2)c2ccccc2)c1 (stereo not drawn)	8	9	.	12	-23
18	COc1cc(C(c2oc(CO)cc(=O)c2O)c2oc(CO)cc(=O)c2O)cc(OC)c1OC	1	-1	0.3	2	6
19	CCCCCCCCCCCC(=O)NC1CCS(=O)(=O)C1 (stereo not drawn)	-6	-8	-0.8	3	0
20	COc1ccc(OCC(=O)N/N=C2\CCc3ccccc32)cc1	1	.	.	1	3
21	C/C(=N\NC(=O)CC#N)C1COc2ccccc2O1 (stereo not drawn)	-10	1	0.1	1	5
22	Cn1cnc2cc(NS(=O)(=O)c3ccc(Br)cc3)ccc21	-13	12	0.3	1	-4
23	Cc1csc(=Nc2cccnc2)n1Cc1ccco1	-9	-7	-0.1	0	-1
24	CCn1c(C)nc2cc(NC(=O)Nc3cccc(C(C)=O)c3)ccc21	10	1	0.0	4	4
25	Cc1cccn2c(=O)c(C=Nc3ccccc3)c(NCCO)nc12	-4	2	-0.5	1	-4
26	COc1c(C)cc(Br)cc1C(=O)Nc1cccc(NC(=O)c2ccco2)c1	-4	-9	0.5	4	-14
27	O=C(Cn1c(=O)n(-c2ccccc2)c(=O)c2sc3ccccc3c21)NC1CCCC1	.	-1	-1.0	7	-2
28	CCN(CC)CCN(CC(=O)N(C1CCCCC1)C1CCCCC1)C(=O)c1ccco1	-7	-11	0.3	4	-2
29	CCOc1cc(C(=S)N2CCN(C)CC2)ccc1OCC(=O)N1CCOCC1	4	-3	0.7	1	-2
30	CCc1nn2c(=O)cc(COc3ccc(/C=C4\C(=N)N5N=C(CC(C)C)SC5=NC4=O)cc3)nc2s1	2	23	-0.5	2	4

No.	D1 PAM	TRHR enhancer	TRHR ag	D2 antagonist
16	-5	6	2.9	-5
17	-1	0	0.6	.
18	1	2	0.1	-9
19	-2	-1	-1.0	2
20	1	1	-0.2	.
21	0	-3	4.5	-6
22	-4	-3	0.3	-8
23	-3	-1	-0.3	-3
24	0	-7	-0.1	-12
25	0	44*	0.1	-1
26	3	8	-0.4	-19
27	1	1	-1.6	.
28	-1	1	1.4	-3
29	3	-3	0.0	15
30	-3	8	-0.9	1

Next part:
No.	canonical_smiles	RXFP1 antag	D2 potentiator	D2 agonist	D1 agonist	D1 antagonist
31	O=C(Cn1ncc2c1-c1ccccc1OC2)Nc1ccc(Cl)cn1	-7	2	0.6	1	0
32	COC(=O)[C@H](C)NC(=O)Nc1cc(OC)ccc1OC	-1	-2	0.2	4	-7
33	Cc1c[nH]c2ccccc12	6	5	.	-2	20
34	CN(C)c1nnnn1-c1cccc(Oc2ncc(C(F)(F)F)cc2Cl)c1	-16	7	-0.4	8	1
35	CCOC(=O)N1CCN(S(=O)(=O)c2cc(Cl)c(OC)cc2Cl)CC1	6	-13	0.8	0	-21
36	Cc1c(C(=O)N(Cc2ccc(N(C)C)cc2)CC2CCCO2)oc2ccc(Br)cc12 (stereo not drawn)	-6	13	-0.6	-1	-17
37	CCCNC(=O)COC(=O)c1cc(-c2ccc(OC)cc2)nc2ccccc12	4	3	0.0	-2	-1
38	Cc1cccc(NS(=O)(=O)c2ccc(C(=O)N3CCCCCC3)cc2)c1C	20	2	0.4	16	-21
39	CCOc1ccc(CCNC(=O)Cn2c(-c3cccs3)cc3ccccc32)cc1OCC	-5	-10	0.7	0	9
40	CCCC1CCC(C(=O)Nn2c(C)nc3ccccc3c2=O)CC1 (stereo not drawn)	0	-5	-0.3	-1	0
41	O=C(NCC(=O)N(c1cccnc1)C(C(=O)NC1CCCC1)c1ccccc1F)c1ccco1 (stereo not drawn)	13	15	1.4	2	-8
42	Cn1c(SCC(=O)Nc2ccccc2)nnc1C(F)(F)F	9	-4	0.7	2	-30
43	N#CCCN(C(=O)COC(=O)c1ccc(CNS(=O)(=O)c2ccc(F)c(Cl)c2)cc1)c1ccc(F)cc1	5	-1	5.4	7	-33*
44	COC(=O)COc1ccc2c(-c3cccc([N+](=O)[O-])c3)cc(=O)oc2c1	1	-7	0.9	5	-4
45	O=c1[nH]c2ccccc2c(O)c1-c1ccccc1	2	.	.	0	14

No.	D1 PAM	TRHR enhancer	TRHR ag	D2 antagonist
31	15	1	-0.3	-12
32	-21	2	-1.1	7
33	-1	6	-1.2	.
34	-3	-2	0.1	3
35	4	1	1.4	-15
36	-2	22	0.4	.
37	-1	-14	-1.5	-2
38	-4	-2	0.2	0
39	-2	-2	0.2	.
40	-4	45*	0.0	2
41	-3	1	0.0	2
42	0	3	0.7	10
43	1	5	1.5	-14
44	1	11	-0.4	50*
45	-6	-7	-0.4	.

Looked up above:
O=C(Cn1ncc2c1-c1ccccc1OC2)Nc1ccc(Cl)cn1 in TRHR ag is listed with -0.3
CN(C)c1nnnn1-c1cccc(Oc2ncc(C(F)(F)F)cc2Cl)c1 in D2 agonist is listed with -0.4

Next section
No.	canonical_smiles	RXFP1 antag	D2 potentiator	D2 agonist	D1 agonist	D1 antagonist
46	COC(=O)COc1ccc2oc(=O)cc(C)c2c1	0	11	-0.1	3	-13
47	CCOc1ccccc1CNC(=O)c1nc(-c2ccc(Cl)cc2)n2c1CCCCC2	-19	-9	0.3	0	13
48	Cc1c(/C=N/NC(=O)CNc2ccccc2)c2ccccn2c1C(=O)c1ccccc1	.	-9	1.1	4	5
49	COc1ccccc1S(=O)(=O)c1c(C)cc(C)[nH]c1=O	-2	-6	0.7	3	15
50	CO/N=C(\c1ccccc1)c1cccnc1	-3	8	0.1	1	-13
51	CCN(Cc1ccccc1)Cc1c(O)ccc2c(=O)c(-c3ccccc3OC)c(C(F)(F)F)oc12	-6	-7	-1.5	-1	-2
52	COc1cc(OC)cc(C(=O)NCC(=O)OCC(=O)c2cc(OC)ccc2OC)c1	-6	-5	-0.6	2	7
53	Cc1ccc(C(C)C)c(OCC(=O)OCc2c(C)noc2C)c1	-10	0	0.6	2	-3
54	CC(=O)c1cccc(N(C(=O)CNC(=O)c2ccco2)C(C(=O)NCC2CCCO2)c2ccccc2)c1 (stereo not drawn)	8	-2	-1.0	2	5
55	N#Cc1c(SCC(=O)Nc2nccs2)sc2c(O)cc(=O)[nH]c12	-87*	23	-0.1	5	2
56	Cc1nn(Cc2c(Cl)cccc2Cl)c(C)c1NC(=O)c1cc(C(C)C)on1	-2	-1	0.4	15	2

No.	D1 PAM	TRHR enhancer	TRHR ag	D2 antagonist
46	0	-3	0.7	6
47	-3	-27	0.4	.
48	4	12	-0.5	-2
49	-7	1	0.2	16
50	1	0	0.1	-5
51	0	-13	-0.1	.
52	8	-13	-0.2	6
53	-5	-21	-0.5	-2
54	-5	-3	0.9	-33
55	-3	1	0.5	4
56	-4	-3	-0.7	1

Some of these compounds in order of length of the SMILES, low to high.
No.	canonical_smiles	RXFP1 antag	D2 potentiator	D2 agonist	D1 agonist	D1 antagonist
47	CCOc1ccccc1CNC(=O)c1nc(-c2ccc(Cl)cc2)n2c1CCCCC2	-19	-9	0.3	0	13
56	Cc1nn(Cc2c(Cl)cccc2Cl)c(C)c1NC(=O)c1cc(C(C)C)on1	-2	-1	0.4	15	2
48	Cc1c(/C=N/NC(=O)CNc2ccccc2)c2ccccn2c1C(=O)c1ccccc1	.	-9	1.1	4	5
54	CC(=O)c1cccc(N(C(=O)CNC(=O)c2ccco2)C(C(=O)NCC2CCCO2)c2ccccc2)c1 (stereo not drawn)	8	-2	-1.0	2	5

No.	D1 PAM	TRHR enhancer	TRHR ag	D2 antagonist
47	-3	-27	0.4	.
56	-4	-3	-0.7	1
48	4	12	-0.5	-2
54	-5	-3	0.9	-33
